High-throughput results: PubChem BioAssay, National Center for Advancing Translational Sciences (NCATS)
Sm TGR inh – qHTS Assay for the Inhibitors of Schistosoma Mansoni Peroxiredoxins | Schistosoma mansoni thioredoxin glutathione reductase (TGR), Q962Y6 | purified TGR, DTNB reduction, TNB absorbance 405 nm | Potency, µM (top dose mostly 114 µM), inactives show top-dose activity change, negative = inhibition, most hits filed as inhibitors | actives 3% (n = 360,000); further: nearly all actives have a fitted effect of over 60% in size
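Kinetic colorimetric format: TGR-catalysed, NADPH-driven DTNB reduction monitored via TNB absorbance. Enzyme dispensed at 20 nM; compound exposure 15 min at room temperature before reaction start.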
Pf growth 48h – Primary qHTS for delayed death inhibitors of the malarial parasite plastid, 48 hour incubation. Potency, µM (titrated, usually from 28.7 µM), for inactives: top-dose activity change, negative = inhibition, usual class: inhibitors. P. falciparum luciferase growth in erythrocytes, 48 h. actives 5.9% (n = 310,000)
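A one-generation exposure of luciferase-tagged malaria parasites in RPMI 1640/Albumax erythrocyte culture, 37 C and 5% CO2. Inhibition is inferred from decreased luminescence after adding detection reagent.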
Tb PYK inh – qHTS of Trypanosoma Brucei Inhibitors; Potency, µM (top dose mostly 76.8 µM), for inactives: top-dose activity, negative = inhibition, actives largely listed as inhibitors; actives 0.12% (n = 410,000); TbPYK enzyme, Kinase-Glo Plus ATP luminescence, 45 min; further: nearly all actives have a fitted effect of over 50% in size
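Luminescent Kinase-Glo Plus end-point after 45 min room-temperature reaction of T. brucei pyruvate kinase started with 130 uM ADP (final). Buffer TEA 50 mM pH 7.2 with KCl, MgCl2, BSA, Tween-20; titration-based qHTS with fitted concentration-effect curves.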
LmPK inh – qHTS Assay for Inhibitors of Leishmania Mexicana Pyruvate Kinase (LmPK); Potency, µM (series often up to 57.5 µM), for inactives: at the top dose activity change, negative = inhibition, most hits filed as inhibitors; Q27686; actives 0.37% (n = 290,000); purified LmPK, Kinase-Glo ATP luminescence, 1 h
Target sequence (Q27686 whole entry, looked up): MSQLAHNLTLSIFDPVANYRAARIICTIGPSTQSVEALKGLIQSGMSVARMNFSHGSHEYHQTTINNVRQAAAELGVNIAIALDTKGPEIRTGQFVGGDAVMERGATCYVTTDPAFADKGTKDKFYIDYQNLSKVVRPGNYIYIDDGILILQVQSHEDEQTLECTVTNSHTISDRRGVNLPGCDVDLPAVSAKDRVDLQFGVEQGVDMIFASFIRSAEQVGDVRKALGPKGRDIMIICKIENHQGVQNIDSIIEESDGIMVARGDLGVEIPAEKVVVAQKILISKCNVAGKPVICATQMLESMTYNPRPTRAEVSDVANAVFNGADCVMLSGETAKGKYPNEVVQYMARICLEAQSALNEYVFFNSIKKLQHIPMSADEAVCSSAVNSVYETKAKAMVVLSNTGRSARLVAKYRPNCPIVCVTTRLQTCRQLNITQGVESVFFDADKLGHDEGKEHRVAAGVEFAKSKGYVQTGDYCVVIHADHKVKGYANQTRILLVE
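qHTS format; LmPK 0.1 nM; substrates PEP 0.5 mM and ADP 0.1 mM. One-hour room-temperature incubation, then coupled luciferase luminescence; 0.5 nM enzyme wells mark activation.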
HCV inh – qHTS Assay for Inhibitors of Hepatitis C Virus (HCV); Huh7.5.1 HCVcc-Cre infection, luciferase reporter, 44 h; Potency, µM (highest dose often 41.8 µM), for inactives: at the top dose activity change, negative = inhibition, most hits filed as inhibitors; actives 3.4% (n = 340,000)
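Infectious HCV cell culture screen: compound-treated cells (1,000/well, pre-plated 4 h) are infected with HCVcc-Cre at roughly 0.5 moi and grown 44 h. Infection is quantified by luciferase signal after 15 min substrate incubation at room temperature.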
Pf growth 96h – Primary qHTS for delayed death inhibitors of the malarial parasite plastid, 96 hour incubation. Potency, µM (titrated, usually from 28.7 µM), without a hit: at the top dose activity change, negative = inhibition, usual class: inhibitors. actives 6.9% (n = 320,000). P. falciparum luciferase reporter growth, 96 h
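96 h incubation, 37 C, 5% CO2, of luciferase-reporter P. falciparum-infected RBCs (2% hematocrit, 0.05% parasitemia final) with test compounds; endpoint luminescence.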
An asterisk follows results filed as active; i = inactive; u = inconclusive; x = no result given; & = joins results of further samples; [ ] = remark or other dose. The call rests on the fitted dose curve; in most records, active means well fitted curve in the direction sought with a large enough effect; inconclusive means small, poorly fitted or top-dose-only effect, or another doubt; inactive means no such curve, though single readings can be large; an effect the other way counts as inactive or inconclusive. On the % scale 0 is the no-effect control and ±100 the full control effect; potency means the concentration at half of the fitted maximal effect. Not a hit list; about 16% have a hit in one of these screens.

No.	Molecule	Pf growth 48h	HCV inh	Sm TGR inh	LmPK inh	Pf growth 96h	Tb PYK inh
1	COc1ccc(C2=NN(S(=O)(=O)c3ccccc3)C(c3ccccc3)C2)cc1 (stereo not given)	u	u	18%	11%	6.6µM*	3%
2	COc1cc2ccccc2cc1C(=O)N1CCOCC1	14%	-2%	5%	x	7%	0%
3	CCOc1cc(/C=N/n2c(C)nnc2C)ccc1O	-1%	9%	33%	0%	-1%	0%
4	Cc1cccc(OCCCN2CCCCCC2)c1	-13%	32µM*	5%	-3%	3%	3%
5	CCOc1ccc(NC(=O)CCNC(=O)N2C[C@H]3C[C@@H](C2)c2cccc(=O)n2C3)cc1	4%	7%	4%	-2%	37%[activator]	0%
6	CN1CCN(/N=C/c2ccc(C#N)cc2)CC1	0%	8%	7%	0%	66%[activator]	6%
7	O=C(NCCCc1ccc(F)cc1)C1CCC(=O)N(CC2CCCCC2)C1 (stereo not given)	-7%	-21%	0%	-9%	22%	0%
8	CCCCNC(=O)CNC(=S)N(Cc1ccccc1)Cc1cccnc1	-17%	0%	2%	2%	u	-2%
9	CC(=O)Oc1c(Sc2ccccc2[N+](=O)[O-])c(C)nn1C(C)(C)C	-8%	7%	-2%	2%	u	0%
10	O=C(NCc1cccnc1)c1ccc(CN2CCc3ccccc3C2)cc1	-8%	-1%	25%	4%	25%	-2%
11	CC1CCCC(C)N1C(=O)Cn1c(=O)sc2ccccc21 (stereo not given)	x	14%	-43%	-3%	42%[activator]	-4%
12	NS(=O)(=O)c1ccc(CCNC(=O)CSc2nc3ccccc3c(=O)n2CCN2CCOCC2)cc1	1%	-17%	-2%	9%	u	2%
13	COc1cccc(-c2ccc(=O)n(CC(=O)Nc3ccc(C(=O)N4CCCC4)cc3)n2)c1	x	-1%	-7%	2%	14%	-10%
14	O=C(CN(Cc1ccco1)C(=O)c1nsc(Cl)c1Cl)NC1CCCCC1	3%	6%	x	-1%	-36%	2%
15	COc1ccc([C@@H]2C[C@H](c3ccccc3)Oc3cc(C)cc(C)c32)cc1	u	1%	0%	1%	u	-5%
16	COCCNC(=O)C(=O)N/N=C/c1ccc(C(=O)OC)cc1	16%	23%	x	-5%	28%	-3%
17	CN(C(=O)CSc1cn(CC(=O)N2CCOCC2)c2ccccc12)c1ccccc1	-3%	15%	10%&0%	2%	u	-16%&-3%
18	COC(=O)C1C(=O)C2=C(CC1C)NC(C)=C(C(=O)OCCOc1ccccc1)C2c1ccc(C)o1 (stereo not given)	0%	13µM*	-33%	2%	x	-6%
19	CCOC(=O)N1CCN(C(=O)CNC(=O)c2ccc(Cl)cc2)CC1	17%	1%	7%	-9%	-12%	5%
20	COCCn1c(-c2ccc(OC)cc2)cnc1SCC(=O)Nc1cccc2ccccc12	u	-6%	11%	6%	1.7µM*	-3%
21	Cc1oc2ccc(O)cc2c1C(=O)c1ccc([N+](=O)[O-])cc1	47%[activator]	-7%	1%	2%	33%[activator]	-3%
22	O=C1C(Cc2ccc3[nH]ccc3c2)NC(=S)N1c1ccccc1 (stereo not given)	10%	14%	3%	0%	21%	-2%
23	O=C(O)c1cc(N/N=C/C(Cl)=C/c2ccccc2)ccc1Cl	i	24%	35µM*	4%	x	-5%
24	Cc1cc(=O)n(C)c2ccccc12	21%	6%	x	1%	0%	-5%
25	COc1ccc(NC(=O)/C(C#N)=C/c2ccc(-c3ccccc3C(=O)O)o2)cc1	9%	21%	-21%	0%	u	-6%

The final five records of the section above lead into the next.
No.	Molecule	Pf growth 48h	HCV inh	Sm TGR inh	LmPK inh	Pf growth 96h	Tb PYK inh
21	Cc1oc2ccc(O)cc2c1C(=O)c1ccc([N+](=O)[O-])cc1	47%[activator]	-7%	1%	2%	33%[activator]	-3%
22	O=C1C(Cc2ccc3[nH]ccc3c2)NC(=S)N1c1ccccc1 (stereo not given)	10%	14%	3%	0%	21%	-2%
23	O=C(O)c1cc(N/N=C/C(Cl)=C/c2ccccc2)ccc1Cl	i	24%	35µM*	4%	x	-5%
24	Cc1cc(=O)n(C)c2ccccc12	21%	6%	x	1%	0%	-5%
25	COc1ccc(NC(=O)/C(C#N)=C/c2ccc(-c3ccccc3C(=O)O)o2)cc1	9%	21%	-21%	0%	u	-6%
26	CC(Oc1ccc(-c2ccccc2)c(F)c1)c1ccn(S(=O)(=O)c2ccc(Cl)cc2)n1 (stereo not given)	u	u	13%	1%	-1%	-4%
27	CCOc1cc(CNCc2cccs2)cc(Br)c1OC	61%[activator]	u	10%	-2%	23%	-7%
28	CCc1ccc(NC(=O)CCc2ccc(CC)o2)cc1	34%[activator]	-11%	0%	2%	u	0%
29	O=C(NCCCO)c1cc2c([nH]c3ccccc32)c(-c2ccccc2)n1	u	10µM*	-12%	9%	5.9µM*	-1%
30	CC(=O)Oc1ccc([N+](=O)[O-])cc1N1C(=O)c2ccccc2C1=O	-19%	31%[activator]	-15%	3%	u	3%
31	CCN1CCN(c2ccc(NC(=O)c3ccc(F)cc3)cc2Cl)CC1	u	-6%	6%	6%	-34%	3%
32	COCCCNC(=S)N1CCC(C(=O)c2ccc(Cl)cc2)CC1	-2%	4µM*	9%	1%	u	u
33	COc1ccc(OCCOC(=O)Nc2ccccc2)cc1	24%	-17%	-25%	8%	8%	-21%
34	CCN(CC)S(=O)(=O)c1ccc(/C=C/C(=O)OCC(=O)Nc2cccnc2Cl)cc1	-8%	17%	0%	x	-24%	2%
35	C=CCn1c(-c2cnn(-c3ccccc3)c2N)n[nH]c1=S	40%[activator]	18%	10%	u	32%[activator]	u
36	COc1cc(-c2nc3cnccc3n2C)cc(OC)c1OC	17%	-3%	2%	-2%	x	1%
37	O=C(O)CC1S/C(=N/N=C/c2ccc(-c3ccc(Cl)cc3[N+](=O)[O-])o2)NC1=O (stereo not given)	13%	-8%	u	-21%	x	-26%
38	O=C(O)CC(c1ccc(OC2CCCC2)cc1)N1C(=O)c2ccccc2C1=O (stereo not given)	21%	35%[activator]	-9%	1%	u	-3%
39	COc1ccc(OC)c(C(=O)NC(CC(N)=O)c2ccc(NCC3CC3)c([N+](=O)[O-])c2)c1 (stereo not given)	7%	-1%	-11%	2%	u	-1%
40	O=C(Cn1cc2c(n1)CCCC2)NCCc1ccccc1	0%	7%	0%	3%	u	-1%
41	c1ccc(Cn2nnc3c(NCC4CCCO4)ncnc32)cc1 (stereo not given)	42%[activator]	-21%	2%	0%	12µM*	0%
42	COc1ccccc1CN1C[C@@H]2C[C@@H](c3cccc(O)c3)N3CCC[C@@]23C1=O	u	4%	1%	0%	36%	-8%
43	COC(=O)C(CC(C)C)NC(=O)CSc1nc(-c2ccccc2)c(C#N)c(=O)[nH]1 (stereo not given)	-2%	7%&1%	-2%	-1%	0%	2%
44	O=C(CCS(=O)(=O)c1ccccc1)N1CCN(c2cccc(C(F)(F)F)c2)CC1	1%	u	u	-6%	-29%	-2%
45	CCn1c(Cc2ccccc2)nnc1SCC(=O)NC(C)(C)C	40%[activator]	-6%	-23%	-2%	92%[activator]	-20%
46	COc1ccccc1-n1c(-c2ccoc2)nc2ccccc2c1=O	x	-7%	0%	9%	x	-4%
47	O=C(CCN1C(=O)/C(=C\c2cccc(Br)c2)SC1=S)NCCCN1CCOCC1	u	u	-10%	-6%	-3%	-2%
48	Nc1nnc(SCCCOc2ccc(F)cc2)s1	-18%	-16%	-16%	-8%	u	1%
49	Cc1cc(C)c(S(=O)(=O)N2CCN(CCO)CC2)c(C)c1	x	-11%	7%	1%	22%	1%
50	Nc1nc(SCc2ccccc2)[nH]c(=O)c1-c1ccccc1	56%[activator]	1%	3%	-1%	1%	4%

Entries of single compounds, looked up by structure. Values in the order: Pf growth 48h | HCV inh | Sm TGR inh | LmPK inh | Pf growth 96h | Tb PYK inh
`COc1ccc(OCCOC(=O)Nc2ccccc2)cc1` is listed as 24% | -17% | -25% | 8% | 8% | -21%
`CCOc1cc(CNCc2cccs2)cc(Br)c1OC` is listed as 61%[activator] | u | 10% | -2% | 23% | -7%

Among those listed so far, these have fluorine:
No.	Molecule	Pf growth 48h	HCV inh	Sm TGR inh	LmPK inh	Pf growth 96h	Tb PYK inh
7	O=C(NCCCc1ccc(F)cc1)C1CCC(=O)N(CC2CCCCC2)C1 (stereo not given)	-7%	-21%	0%	-9%	22%	0%
26	CC(Oc1ccc(-c2ccccc2)c(F)c1)c1ccn(S(=O)(=O)c2ccc(Cl)cc2)n1 (stereo not given)	u	u	13%	1%	-1%	-4%
31	CCN1CCN(c2ccc(NC(=O)c3ccc(F)cc3)cc2Cl)CC1	u	-6%	6%	6%	-34%	3%
44	O=C(CCS(=O)(=O)c1ccccc1)N1CCN(c2cccc(C(F)(F)F)c2)CC1	1%	u	u	-6%	-29%	-2%
48	Nc1nnc(SCCCOc2ccc(F)cc2)s1	-18%	-16%	-16%	-8%	u	1%

The list goes on:
No.	Molecule	Pf growth 48h	HCV inh	Sm TGR inh	LmPK inh	Pf growth 96h	Tb PYK inh
51	Cc1nn(-c2ccccc2)c(Cl)c1/C=N/Nc1nc2ccccc2[nH]1	0.74µM*	-6%	1%	-25%	0.74µM*	-7%
52	O=c1[nH]c2ccccc2nc1/C=C(\O)C(F)F	u	15%	5%	1%	u	-6%
53	Cc1ccc(C2CC(=O)C=C(Nc3ccc(Cl)cc3)C2)cc1 (stereo not given)	15µM*	3%	-4%	-2%	32%[activator]	5%
54	CCN(CC)S(=O)(=O)c1cccc(NC(=O)COc2ncnc3sccc23)c1	-18%	u	6%	2%	4%	-6%
55	CC1=CC2=NC(=O)/C(=C\c3cccn3CCOc3cc(C)cc(C)c3)C(=N)N2O1	u	u	-18%	6%	25%	-2%
56	O=C(Cn1cncn1)N/N=C/c1ccc(Cl)cc1	-4%	-2%	-8%	-2%	0%	-10%

2 compounds picked at random from those above, as already listed:
No.	Molecule	Pf growth 48h	HCV inh	Sm TGR inh	LmPK inh	Pf growth 96h	Tb PYK inh
29	O=C(NCCCO)c1cc2c([nH]c3ccccc32)c(-c2ccccc2)n1	u	10µM*	-12%	9%	5.9µM*	-1%
22	O=C1C(Cc2ccc3[nH]ccc3c2)NC(=S)N1c1ccccc1 (stereo not given)	10%	14%	3%	0%	21%	-2%
